TCR CD3 inh: human TCR-CD3 binding inhibition | TAMRA-labeled TCR probe fluorescence, biochemical | inhibition, % at 9.4 µM | 360,000 tested, 0.37% active | AID 651800; in the data active = inhibition above about 19%;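 also: recombinant mutant TCR 2C K166C tagged with TAMRA read by polarization; 0% = receptor in buffer alone and 100% = receptor with positive control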
DDE Tn6 FP inh: inhibitors of Tn6 peptide binding to human fibrin DD(E). inhibition, % at 8.3 µM. P02675. Fibrin DD(E) TRITC-Tn6 fluorescence polarization displacement. AID 720509. 370,000 tested, 0.21% active;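 active = inhibition above a per-campaign cutoff: mean of compounds within control limits plus 3 SD, cut at about 15% in these data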;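 also: 0% = median of all compound wells on the plate and 100% = blocking peptide control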
KLK7 zymogen act: activators of human kallikrein-7 zymogen; P49862; purified proKLK7, EDANS-DABCYL substrate fluorescence; 100% is mature enzyme control, 0% vehicle; activation, % at 7 µM; 370,000 tested, 0.9% active;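 active = activation above the mean of all tested compounds plus 3 SD, computed per campaign excluding outliers beyond control limits, cut at about 13% in these data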
Target sequence (P49862 whole entry, looked up): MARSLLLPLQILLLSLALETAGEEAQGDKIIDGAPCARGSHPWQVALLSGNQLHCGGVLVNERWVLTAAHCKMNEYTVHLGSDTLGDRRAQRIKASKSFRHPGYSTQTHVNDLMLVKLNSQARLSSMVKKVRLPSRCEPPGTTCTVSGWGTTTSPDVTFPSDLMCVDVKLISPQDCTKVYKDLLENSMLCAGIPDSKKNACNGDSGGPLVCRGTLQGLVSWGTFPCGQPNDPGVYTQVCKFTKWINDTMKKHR
TDP2 absorb: blocks human TDP2 phosphodiesterase activity; O95551; AID 720702; 370,000 tested, 0.34% active; recombinant TDP2, T5PNP hydrolysis, p-nitrophenol absorbance 415 nm; inhibition, % at 12.8 µM;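 active = inhibition above the mean of all tested compounds plus 3 SD, set per campaign, cut at about 25% in these data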;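 also: 0% = DMSO with enzyme and 100% = buffer with substrate but no TDP2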
Target sequence (O95551 whole entry, looked up): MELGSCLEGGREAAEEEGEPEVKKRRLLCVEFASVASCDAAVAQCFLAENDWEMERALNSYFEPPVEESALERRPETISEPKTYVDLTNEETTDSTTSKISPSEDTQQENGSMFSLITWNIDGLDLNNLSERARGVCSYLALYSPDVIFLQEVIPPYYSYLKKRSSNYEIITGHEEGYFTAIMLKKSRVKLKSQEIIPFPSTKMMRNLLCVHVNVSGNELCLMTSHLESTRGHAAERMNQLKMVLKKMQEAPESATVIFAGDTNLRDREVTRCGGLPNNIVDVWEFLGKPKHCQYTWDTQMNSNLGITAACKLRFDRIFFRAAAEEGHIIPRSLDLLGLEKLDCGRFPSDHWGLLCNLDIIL
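System – recombinant human TDP2 · Quantity – TDP2 enzyme at 120 nM final · Doses – single concentration, 12.8 µM nominal, with 1% DMSO · Incubation – 2 h at 37 °C · Measured by – epi absorbance of p-nitrophenol freed from T5PNP by hydrolysis · Read-out – % inhibition relative to enzyme-containing and enzyme-free wells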
PRMT1 FP inh: blocks human protein arginine methyltransferase 1 | Q99873 | recombinant PRMT1, activity-based probe fluorescence polarization | inhibition, % at 2.79 µM | 370,000 tested, 1.3% active | AID 652257;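 active = inhibition above about 21% made by adding two undisclosed values, limit read from the data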
MBD2 inh: blocks human MBD2 binding to methylated DNA. AID 686964. TR-FRET, MBD2 binding to methylated oligonucleotide. 370,000 tested, 0.31% active. Q9UBB5. inhibition, % at 4.4 µM; in the data active = inhibition above about 13%
Target sequence (Q9UBB5 whole entry, looked up): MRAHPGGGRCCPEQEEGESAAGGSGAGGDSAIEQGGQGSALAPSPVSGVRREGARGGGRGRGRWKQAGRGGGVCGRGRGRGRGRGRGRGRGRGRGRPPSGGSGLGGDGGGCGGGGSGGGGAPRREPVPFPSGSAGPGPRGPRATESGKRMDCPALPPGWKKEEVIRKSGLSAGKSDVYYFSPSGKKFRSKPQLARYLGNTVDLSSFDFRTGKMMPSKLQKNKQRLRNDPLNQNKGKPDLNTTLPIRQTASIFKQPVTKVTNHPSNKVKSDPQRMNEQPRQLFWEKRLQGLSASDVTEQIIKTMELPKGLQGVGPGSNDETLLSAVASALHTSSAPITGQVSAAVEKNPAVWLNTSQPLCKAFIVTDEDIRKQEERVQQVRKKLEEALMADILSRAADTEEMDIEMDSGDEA
LEDGF integ inh: blocks HIV-1 LEDGF/p75-dependent DNA integration | inhibition, % at 3.7 µM | TR-FRET IN-LEDGF/p75 DNA integration, Eu/Cy5 | 370,000 tested, 0.64% active | AID 743269;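 active = inhibition above the screen-wide mean plus 3 SD, cut at about 13% in these data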;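 also: signal is the Cy5 over europium emission ratio at 671 and 618 nm; 0% = plate median of compound wells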
Tn7 DDE FP: DD(E)-Tn7 binding inhibition, primary FP screen; inhibition, % at 8.3 µM; AID 720508; FP displacement of FITC-Tn7 peptide from fibrin DD(E); 0% = median of compound wells per plate; 370,000 tested, 0.13% active;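 active = inhibition above the mean of compounds falling within the control limits plus 3 SD of them, cut at about 14% in these data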;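 also: 0% = plate median of compound wells and 100% = 10 µM Aha-Tn7 peptide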
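system = human fibrin DD(E) protein | quantity = DD(E) 2 µM final | medium = Tris/NaCl/CaCl2 buffer, pH 7.8 | also added = labelled Tn7 tracer, 0.1 µM | compound dosing = single point at 8.3 µM | timing = compound with protein 10 min, then 3 h after probe, room temperature | signal = FP measurement | benchmarks = Aha-Tn7 high control | repeats = one replicate per compound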
SIAE inh: blocks human sialic acid acetylesterase | 370,000 tested, 0.69% active | SIAE FP-Rh probe binding, fluorescence polarization | inhibition, % at 9.66 µM | Q9HAT2;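 active = inhibition above a cutoff: mean of compounds within the control limits plus 3 SD of those, cut at about 17% in these data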;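 also: 0% = plate median of compound wells and 100% = probe without SIAE protein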
UHRF1 MBD2 ctr: UHRF1 methyl-DNA binding inhibition | UHRF1 binding to methylated oligo, TR-FRET | AID 687016 | inhibition, % at 4.4 µM | 370,000 tested, 0.75% active; in the data active = inhibition above about 21%;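 also: UHRF1 SRA domain binding a hemimethylated CpG hairpin DNA probe; 0% = median of test compound wells and 100% = reference inhibitor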
* = called active by the depositor; / = no result given.

SMILES | TCR CD3 inh | DDE Tn6 FP inh | KLK7 zymogen act | TDP2 absorb | PRMT1 FP inh | MBD2 inh | LEDGF integ inh | Tn7 DDE FP | SIAE inh | UHRF1 MBD2 ctr
NCCCCCNC(=O)c1[nH]cnc1C(=O)N[C@@H](Cc1ccccc1)C(=O)OCc1ccccc1 | 1 | -2 | 0.1 | 8 | 0 | -3 | -1 | 4 | 11 | 0
CCOC(=O)Nc1nnc(CCc2ccccc2)s1 | -4 | 4 | -3.6 | 4 | -1 | -3 | 0 | 1 | -1 | 0
CCOc1ccc(C(=O)Nc2nnc(SCC(=O)NCC3CCCO3)s2)cc1OCC (configuration not stated) | -2 | 4 | -0.6 | -13 | -3 | 2 | 4 | -5 | 1 | 2
N#CC1=C(N)SC(N)=C(C#N)C1c1ccc([N+](=O)[O-])cc1 | 0 | 14 | -0.2 | 2 | 31* | -6 | 0 | 2 | -4 | -2
CC1CCc2sc(C(=O)N(C)CC(=O)Nc3cccc(F)c3)cc2C1 (configuration not stated) | -1 | -1 | -0.7 | -12 | -3 | 3 | 2 | -3 | -4 | 1
COc1ccc(CNC(=O)CCCn2nc(C)c([N+](=O)[O-])c2C)cc1OC | 0 | 1 | -0.2 | -3 | 0 | -3 | -7 | 2 | -1 | 2
CCc1ccc2[nH]c3nc(SCc4nnc(-c5ccccc5)o4)nnc3c2c1 | -2 | -2 | -0.2 | -6 | 5 | 9 | 1 | 13 | -10 | 4
Cc1nc2c(c(=O)c3ccccc3n2C)c(=O)n1-c1ccccc1 | 4 | 5 | 0.4 | 4 | -3 | -2 | 2 | 4 | 1 | 2
CCOC(=O)c1ccc(-n2cccc2/C=C2\NC(=O)NC2=O)cc1 | -7 | -4 | 1.0 | 12 | 4 | -2 | 1 | 6 | 7 | -5
CC(C)Oc1nnnn1-c1ccccc1 | -7 | 5 | 0.7 | -11 | -2 | 1 | 2 | -7 | 0 | 2
Nc1nnc(SCC(=O)NN2C(=O)NC3(CCCCC3)C2=O)s1 | -3 | 5 | 0.4 | 2 | 3 | 6 | -3 | 5 | -6 | 3
Cc1c(-c2ncn[nH]2)sc(C#N)c1-c1ccccc1 | 9 | -2 | -3.3 | 14 | 2 | -4 | -1 | 5 | 4 | -2
Cc1nnc(NC(=O)CSc2nnc(CC(=O)Nc3ccccc3F)n2C)s1 | 66* | -6 | -0.5 | -12 | -1 | 3 | 3 | 1 | -2 | -2
CCCCC(=NCCc1c(C)[nH]c2ccccc12)C1=C(O)CC(c2ccccc2)CC1=O (configuration not stated) | 3 | -7 | -0.3 | -11 | -6 | -2 | 3 | -4 | 3 | -1
COCCNc1nc(-c2ccc(OC)cc2)c(-c2ccc(OC)cc2)s1 | -9 | -4 | -0.6 | -4 | 3 | 4 | -3 | 1 | 19* | 1
COc1cc(/C=C2/SC(=S)N(CC(=O)Nc3nc4ccccc4s3)C2=O)cc(OC)c1OC | 1 | -4 | -0.7 | 2 | 5 | 0 | -4 | 1 | -69 | -1
CCC(CC)c1nnc(NC(=O)C2=COCCO2)s1 | 2 | 5 | -0.4 | 8 | 0 | -6 | 0 | 9 | 1 | 0
CCN(C(=O)c1cc2c(=O)n3ccccc3nc2n1C)C1CCCCC1 | -2 | -1 | 67* | -8 | 9 | 2 | -5 | -1 | -1 | 3
COc1ccccc1C1(O)CCN(CC(=O)Nc2c(C)nn(C)c2C)CC1 | 9 | 8 | -0.1 | -5 | 5 | -1 | 5 | 2 | -3 | -1
CCOc1ccc(CCNC(=O)COC(=O)CNC(=O)c2ccc(Br)o2)cc1OCC | 13 | 0 | 0.2 | -8 | 1 | -6 | -2 | 2 | 1 | -3
COC(=O)C1=C(C(=O)OC)[C@@H]2N(Cc3ccccc3)c3ccccc3[C@@]23C[C@@H](CO)N(C(=O)NC2CCCC2)C3=N1 | 11 | 2 | 0.4 | 3 | 2 | -4 | -2 | 1 | 0 | -6
Cc1ccc(NC(=O)N(Cc2nc3ccccc3c(=O)[nH]2)Cc2cccs2)cc1 | 0 | -5 | 1.1 | -14 | -3 | -2 | 1 | -7 | 2 | 3
COc1ccc(CNCc2cc(OC)ccc2OC)cc1 | -2 | -7 | 0.3 | -6 | -7 | -4 | 3 | 5 | 0 | -1
Cc1ccc(S(=O)(=O)N/N=C/c2ccc(C#N)cc2)cc1 | 7 | 1 | 0.4 | 8 | 0 | -3 | -2 | 2 | 4 | -1
O=[N+]([O-])c1ccc(NCc2ccc3c(c2)OCO3)cc1 | 6 | 3 | 0.1 | -7 | -5 | 0 | 1 | 1 | 7 | 0
COc1cc(Nc2cc(C)n(-c3ccc(Cl)c(OC)c3)c(=O)c2)ccc1Cl | -6 | -3 | -11 | -1 | 7 | 1 | -5 | -8 | -4 | 0
O=C(CC(c1ccccc1)c1cc(Cl)ccc1O)N1CCOCC1 (configuration not stated) | 2 | -2 | -0.2 | -2 | -1 | 0 | -1 | -7 | 3 | -1
COc1ccc(S(=O)(=O)NCCOc2ccc(Cl)cc2)cc1 | 5 | -5 | 0.0 | 5 | -1 | -6 | -1 | 5 | -4 | 0
Cc1cc(NC(=O)COc2ccc(N(C)S(=O)(=O)c3ccccc3)cc2)no1 | -4 | -5 | -0.1 | 3 | -4 | -5 | 0 | 10 | 0 | 1
O=C(NCc1ccccc1Cl)C1CCC(CNS(=O)(=O)c2cccc3cccnc23)CC1 (configuration not stated) | / | -2 | -0.3 | -2 | 17 | 4 | 0 | 2 | -1 | 5
CN1CCN(CCCN(Cc2cccs2)C(=S)Nc2ccc(Cl)cc2)CC1 | 3 | -4 | -0.4 | 1 | -2 | 1 | 0 | -3 | 3 | 2
CC(Sc1nnc(N)s1)C(=O)Nc1ccc2c(c1)OCO2 (configuration not stated) | 7 | -4 | 0.1 | -13 | 4 | 5 | -3 | -2 | 6 | 2
Cc1cc(C)nc(SCC(=O)Nc2ccc(S(=O)(=O)Nc3cc(C)on3)cc2)n1 | -5 | 1 | -0.4 | -9 | 1 | 2 | -4 | 8 | -3 | 0
COc1cccc(NC(=O)N(C)C[C@H]2Oc3ncc(Br)cc3C(=O)N([C@H](C)CO)C[C@H]2C)c1 | -4 | 2 | 0.9 | -2 | 1 | 5 | -3 | 2 | 2 | 0
CC(C)CCN(C)C1CCN(S(=O)(=O)c2ccc(F)cc2)CC1 | -6 | -7 | 0.4 | 7 | 1 | 6 | -5 | -1 | -2 | 0
COC(=O)c1ccc2c(=O)[nH]c(CSc3nc(C)cs3)nc2c1 | 1 | 1 | 0.3 | -8 | -2 | -3 | 5 | -5 | -3 | -1
COc1ccc(OC)c(C2CC(=O)c3c([nH]c(C(=O)OC(C)C)c3C)C2)c1 (configuration not stated) | 6 | 1 | 0.7 | -12 | -10 | -2 | -2 | 4 | -4 | -1
COc1ccc2cc(C(C)C(=O)Nc3cccc(S(=O)(=O)N(C)C)c3)ccc2c1 (configuration not stated) | 0 | -5 | 0.4 | 6 | -2 | -1 | 4 | 1 | -53 | 0
COc1ccc([N+](=O)[O-])cc1NC(=O)c1ccc(C)o1 | 2 | -1 | -0.1 | -17 | -2 | -5 | 6 | -1 | -4 | 0
COc1ccc(Nc2nc(N)nc(CN3CCN(c4ccc(F)cc4)CC3)n2)cc1 | -4 | 1 | 0.2 | 13 | -3 | -3 | 1 | -2 | 10 | -2
COCCn1c(C)cc(C(=O)CSc2cc(C)c3ccc(OC)cc3n2)c1C | -4 | 0 | 0.8 | -1 | 5 | 0 | -1 | -2 | 1 | 0
N#Cc1ccccc1COC(=O)c1ccc(Br)o1 | 0 | 1 | 0.6 | -8 | -2 | 1 | 0 | -5 | -2 | -2
CCNC(=O)NC(=O)C(C)OC(=O)CCCc1nc2ccccc2s1 (configuration not stated) | 3 | 5 | 0.8 | 5 | 1 | 5 | 1 | 1 | 10 | 0
CCc1cc(C(=O)N2CCOCC2)c(NC2=NS(=O)(=O)c3ccccc32)s1 | -2 | -5 | 0.3 | -6 | 3 | 1 | 5 | 2 | 3 | 3
COC(=O)/C(C(C)=O)=C(/C=C/C=C/N(C)C)N(C)C | 1 | 12 | -0.4 | -7 | 2 | 5 | 4 | 1 | 0 | 4
CC(C)n1c(C(F)(F)F)nc2cc(C(=O)N3CCC(O)CC3)ccc21 | 3 | 1 | 0.2 | 1 | -1 | 4 | -2 | 3 | 2 | 4
COc1oc(-c2ccccc2C)nc1C(F)(F)F | 0 | 7 | 0.0 | 7 | -3 | 2 | 2 | 7 | 5 | -1
Clc1ccc(CSc2nnc(/C=C/c3ccccc3)o2)cc1 | -6 | -4 | 0.2 | -13 | 2 | -3 | 2 | -2 | 2 | 3
COc1ccccc1COC(=O)N/C=C/c1ccco1 | -6 | 6 | 0.2 | -7 | 8 | 1 | 14* | -4 | 4 | 6
CCOc1cc(/C=C2\C(=O)N(CCC#N)N=C2C)ccc1OCC(N)=O | 0 | 5 | 0.0 | 77* | 0 | 5 | 15* | -6 | 8 | 15
CC(C)(C)NC(=O)NC(=O)COC(=O)Cc1c(F)cccc1Cl | -1 | -4 | -0.2 | 0 | -2 | 3 | 3 | -8 | -10 | -3
O=c1[nH]c(CSc2ncc(-c3ccc(F)cc3)n2Cc2ccco2)nc2ccccc12 | 5 | 11 | -0.5 | 0 | -1 | 1 | 0 | 2 | -6 | -2
CCOc1ccc(/C=C2\SC(N3CCCCC3)=NC2=O)cc1 | -6 | -2 | -0.3 | -8 | 3 | -2 | -2 | 0 | 3 | 2
CCOc1ccccc1OCCCC(=O)NNC(=O)c1cc(C)oc1C | -6 | -7 | 0.1 | 3 | -4 | -4 | -1 | -4 | 16 | -5
Cc1ccc(-c2cc(=O)[nH]c(NCc3ccccc3)n2)cc1 | 4 | 4 | 0.3 | -19 | -3 | 2 | 5 | -4 | -4 | 0
Cc1cccc(C)c1NC(=S)N/N=C/c1c(Cl)cccc1Cl | 1 | -3 | 0.8 | 3 | 0 | 0 | 0 | 6 | 2 | -1
CC(C)/C(=N\NS(=O)(=O)c1ccc(Br)cc1)c1cccs1 | 2 | 3 | 0.2 | -7 | 2 | -8 | -3 | 5 | -1 | -2
CCn1cc(CCC(=O)NCc2ccccc2OC)c2ccccc21 | 6 | 3 | 0.2 | -4 | -3 | 4 | 7 | -2 | 4 | 22*
O=C(CSc1ccc(Cl)cc1)NNC(=O)c1cccnc1 | 9 | 0 | -0.6 | 11 | 0 | 2 | -2 | -1 | 6 | -3
Cc1cc(Nc2ccccc2)n(C(=O)c2ccccc2)n1 | -1 | -5 | 0.0 | 11 | 0 | -2 | -2 | -1 | -3 | -1

Assay outcomes from PubChem.
